3CLpro inhibitor: SARS-CoV 3CLpro protease inhibition. inhibition, % at 6 µM. AID 1706. 290,000 compounds, 0.14% hits. recombinant SARS-CoV 3CLpro, quenched FRET peptide cleavage; in the data active means inhibition above about 12%
Vc quorum ag: inducers of Vibrio cholerae quorum light production without autoinducers; V. cholerae BH1578 lux reporter, luminescence, 6 h; activation, % at 18.7 µM; 350,000 compounds, 0.16% hits; in the data active means activation mostly above about 9.7%, no sharp cut-off; inconclusive means no clear call, values can overlap the other calls; inactive means mostly below about 3.7%; further: not every result past the cut was called active; inactives centre near 0; reference of the scale not given here
PfHsp40 rescue: rescue of PfHsp40-mediated yeast toxicity | S. cerevisiae expressing PfHsp40, growth rescue, ATP luminescence | growth rescue, % at 12.5 µM | 340,000 compounds, 0.68% hits | AID 504582; in the data active means growth rescue above about 28%, passing the limit was not always enough; inconclusive means no clear call, values can overlap the other calls;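 further: yeast W303a lacking pdr1 and pdr3 grown in galactose medium; growth measured after three days at 30 °C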
TcdB inh: inhibitors of Clostridioides difficile toxin B glycohydrolase; P18177; inhibition, % at 9.99 µM; 350,000 compounds, 0.24% hits; TcdB glycohydrolase enzymatic assay, plate reader; in the data active means inhibition above about 10%
DUSP3 inh: inhibitors of human VHR1 phosphatase (DUSP3). P51452. recombinant VHR phosphatase, pNPP absorbance. inhibition, % at 13.3 µM. 290,000 compounds, 0.52% hits. AID 1654; in the data active means inhibition above about 50%; further: some compounds called inactive have numbers as strong as hits
Rv3671c inh: inhibits the M. tuberculosis serine protease Rv3671c. inhibition, % at 5.96 µM. 320,000 compounds, 0.048% hits. AID 2606; in the data active means inhibition above about 38%;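 further: extracellular domain of Rv3671c used as enzyme; 0% = enzyme with DMSO and 100% = no enzyme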
Anthrax LF inh2: inhibitors of Bacillus anthracis lethal factor protease | multiplex microsphere protease cleavage assay, LF | inhibition, % at 10 µM | 360,000 compounds, 0.12% hits; in the data active means inhibition above about 30%; inconclusive means no clear call, values can overlap the other calls; further: plate controls were buffer without enzyme for full effect and enzyme alone for no effect
Target sequence (P15917 whole entry, looked up): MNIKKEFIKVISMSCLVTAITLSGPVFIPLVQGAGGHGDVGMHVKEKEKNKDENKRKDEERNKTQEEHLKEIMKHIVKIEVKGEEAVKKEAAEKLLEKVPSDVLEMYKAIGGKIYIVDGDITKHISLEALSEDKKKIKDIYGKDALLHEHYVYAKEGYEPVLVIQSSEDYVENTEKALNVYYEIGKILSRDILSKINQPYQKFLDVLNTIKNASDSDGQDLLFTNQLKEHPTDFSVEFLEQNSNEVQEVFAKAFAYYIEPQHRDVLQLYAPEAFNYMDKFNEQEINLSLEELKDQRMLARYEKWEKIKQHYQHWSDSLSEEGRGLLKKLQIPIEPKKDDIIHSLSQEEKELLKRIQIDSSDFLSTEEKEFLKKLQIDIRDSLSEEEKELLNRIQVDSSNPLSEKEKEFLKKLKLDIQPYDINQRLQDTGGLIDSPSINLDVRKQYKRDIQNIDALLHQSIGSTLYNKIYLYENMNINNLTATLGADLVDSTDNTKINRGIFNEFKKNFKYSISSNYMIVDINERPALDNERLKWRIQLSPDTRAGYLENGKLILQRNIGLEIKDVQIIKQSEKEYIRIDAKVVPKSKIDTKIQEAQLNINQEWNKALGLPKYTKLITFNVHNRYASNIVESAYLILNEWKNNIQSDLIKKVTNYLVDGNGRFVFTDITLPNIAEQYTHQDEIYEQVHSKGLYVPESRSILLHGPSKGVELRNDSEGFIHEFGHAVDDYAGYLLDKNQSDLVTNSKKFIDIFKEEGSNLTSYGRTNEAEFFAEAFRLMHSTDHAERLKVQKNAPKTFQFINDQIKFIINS
SSB-PriA inh: inhibitors of Klebsiella pneumoniae PriA binding to SSB C-terminal tail | AlphaScreen SSBct-PriA binding, biotinylated peptide | inhibition, % at 33 µM | 430,000 compounds, 0.6% hits | AID 1272365; in the data active means inhibition mostly above about 37%, no sharp cut-off; inactive means mostly below about 20%;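 further: plate controls were negative control peptide for no effect and reference peptide for full effect; strong numbers were not always called active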
Y pestis TopoI: inhibitors of Yersinia pestis topoisomerase I. Y. pestis Topo-I cleavage product accumulation, plate reader. activity, % at 10 µM. 360,000 compounds, 0.064% hits; in the data active means activity above about 50%, passing the limit was not always enough; inconclusive means no clear call, values can overlap the other calls; further: inactives centre near 2
MazEF act: increases E. coli MazEF RNase cleavage of RNA; P0AE70; FAM/BHQ RNA-DNA oligo cleavage fluorescence, 5 h; activation, % at 20 µM; 350,000 compounds, 0.32% hits; AID 504720; in the data active means activation above about 50%
Target sequence (P0AE70 whole entry, looked up): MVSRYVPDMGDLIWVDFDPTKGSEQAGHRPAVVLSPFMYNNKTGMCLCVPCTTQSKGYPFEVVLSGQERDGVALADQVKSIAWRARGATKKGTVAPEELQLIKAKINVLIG
* = called active by the depositor; i = inactive; u = inconclusive; x = no result given; & = joins results of further samples. Only part of the results is shown; the hit share may differ from the screen's.

[1] CCS(=O)(=O)c1nc(S(=O)(=O)c2ccc(Cl)cc2)c(N2CCC(C(N)=O)CC2)s1
[2] O=C(Nc1ccccc1)N1CCc2c([nH]c3ccccc23)C1C(F)(F)F (stereo unspecified)
[3] CC(C)C[C@H]1CNC(=S)N1CC1CCCN1C[C@H](Cc1ccc(O)cc1)N1C[C@H](Cc2ccccc2)N(CC2CCCCCC2)C1=S (stereo partly specified)
[4] CC1(C(=O)NC2CCCCCC2)CCN1C(=O)C1(c2ccccc2)CC1 (stereo unspecified)
[5] O=C(C1=C(O)C(=O)N(CCCN2CCOCC2)C1c1ccccn1)c1cc2ccccc2o1 (stereo unspecified)
[6] COc1cc2c(C)nc3c(c(C)nn3-c3ccccc3)c2cc1OC
[7] COc1ccc(CNC(=O)C(=O)NCc2ccncc2)cc1
[8] O=C(NC(=S)Nc1ccc2oc(=O)ccc2c1)c1ccccc1F
[9] O=C(c1ccc(Cl)cc1)N(Cc1ccco1)C1CCS(=O)(=O)C1 (stereo unspecified)
[10] O=C(N/N=C/c1c(O)n(C2CCCCC2)c(=S)[nH]c1=O)c1ccccc1O
Screen / compound no.	1	2	3	4	5	6	7	8	9	10
DUSP3 inh	56*	27	x	x	19	12	22	5	17	-58
TcdB inh	0.9	-0.4	-1.9	0.5	x	-0.1	-9.8	1.2	1.1	0.3
3CLpro inhibitor	4	-2	x	x	0	-4	0	6	0	6
Vc quorum ag	i	-0.2	i	-0.4	3.6	-0.3	-0.5	i	0.8	i
Anthrax LF inh2	0	x	0	5	-3	8	-1	1	-7	-1
SSB-PriA inh	-6	4	-10	x	-1	7	-7	-14	-2	x
MazEF act	9	0	1	x	-2	2	0	-8	8	1
PfHsp40 rescue	-1.1	0.1	0.1	x	-1.2	0.0	-0.1	1.1	0.4	-0.8
Y pestis TopoI	1	-4	17	24	-3	-2	-4	-4	-1	2
Rv3671c inh	-5	-13	x	x	-9	0	-9	-5	4	10

[11] COCCNC(=O)c1c(N)n(CCCn2ccnc2)c2nc3ccccc3nc12
[12] O=C1CC(c2ccccc2)CN1S(=O)(=O)c1ccccc1 (stereo unspecified)
[13] CCn1c2ccccc2c2cc(CN3CCN(S(=O)(=O)CC)CC3)ccc21
[14] O=C(Cn1ncc2c(=O)oc3ccccc3c21)NCCC1=CCCCC1
[15] COc1ccc(-c2nc(CS(=O)CC(=O)NCCc3ccc(OC)c(OC)c3)c(C)o2)cc1 (stereo unspecified)
[16] Cc1ccc(Cl)cc1NC(=S)N(Cc1cccnc1)Cc1ccccc1Cl
[17] C=CCOc1ccc(Cl)cc1-c1noc(-c2csc([C@H]3C[C@H](O)[C@@H](CO)O3)n2)n1
[18] O=C(O)C1C2C=CC3(CN(Cc4ccccn4)C(=O)C13)O2 (stereo unspecified)
[19] COc1cc(C2(c3ccc(O)c(OC)c3)C(=O)N(C)c3ccc(Br)cc32)ccc1O
[20] CCN(CC)S(=O)(=O)c1ccc(Cl)c(C(=O)Nc2ccc(Cl)cc2[N+](=O)[O-])c1
Screen / compound no.	11	12	13	14	15	16	17	18	19	20
DUSP3 inh	3	-12	18	-4	24	12	x	31	x	-1
TcdB inh	x	0.9	-0.6	x	2.1	-0.6	0.7	x	-1.9	-0.5
3CLpro inhibitor	-2	1	-3	0	1	4	x	5	x	5
Vc quorum ag	i	0.2	x	i	-4.3	i	-0.8	-0.2	-0.4	-0.2
Anthrax LF inh2	9	2	x	2	-2	-2	1	-2	-2	-1
SSB-PriA inh	-2	-12	x	-1	-6	-2	x	-4	6	43*
MazEF act	6	8	x	-10	10	2	x	4	10	-13
PfHsp40 rescue	-1.0	-1.2	x	-0.2	-0.3	1.7	x	-1.1	1.9	2.5
Y pestis TopoI	-3	-5	x	7	26	6	36	0	-9	22
Rv3671c inh	-19	-3	0	7	5	-6	x	-7	1	-4

Some of the entries above in a different format.
The line under a structure holds: DUSP3 inh	TcdB inh	3CLpro inhibitor	Vc quorum ag	Anthrax LF inh2	SSB-PriA inh	MazEF act	PfHsp40 rescue	Y pestis TopoI	Rv3671c inh
11. COCCNC(=O)c1c(N)n(CCCn2ccnc2)c2nc3ccccc3nc12
→ 3	x	-2	i	9	-2	6	-1.0	-3	-19
13. CCn1c2ccccc2c2cc(CN3CCN(S(=O)(=O)CC)CC3)ccc21
→ 18	-0.6	-3	x	x	x	x	x	x	0
16. Cc1ccc(Cl)cc1NC(=S)N(Cc1cccnc1)Cc1ccccc1Cl
→ 12	-0.6	4	i	-2	-2	2	1.7	6	-6
18. O=C(O)C1C2C=CC3(CN(Cc4ccccn4)C(=O)C13)O2 (stereo unspecified)
→ 31	x	5	-0.2	-2	-4	4	-1.1	0	-7
17. C=CCOc1ccc(Cl)cc1-c1noc(-c2csc([C@H]3C[C@H](O)[C@@H](CO)O3)n2)n1
→ x	0.7	x	-0.8	1	x	x	x	36	x

Carrying on.
[21] CSCCC(NC(N)=O)C(=O)NCc1cccc(Cl)c1 (stereo unspecified)
[22] COCCCNC(=S)NNC(=O)c1ccc(C(C)(C)C)cc1
[23] COc1ccc(OCCC(=O)NCc2ccccc2)cc1
[24] CCOC(=O)c1ccccc1NC(=O)/C=C/c1cc(OC)c(OC)c(OC)c1
[25] Cc1ccc(OC(=O)CCC(=O)Nc2ccc(C(N)=O)cc2)cc1
[26] S=C(NCCc1ccccc1)Nc1ccc(Nc2ccccc2)cc1
[27] O=C1c2ccccc2C(=O)N1c1ccc(Br)c2cccnc12
[28] CN(C(=O)c1ccncc1)C1CCCCC1
[29] CCC(C)C(=O)N1c2ccccc2C(=C2SC(C(=O)OC)=C(C(=O)OC)S2)C(=S)C1(C)C (stereo unspecified)
[30] O=C(c1sc(N2CCOCC2)nc1-c1ccccc1)N1CCCCC1
Screen / compound no.	21	22	23	24	25	26	27	28	29	30
DUSP3 inh	9	16	-1	14	x	18	1	1	4	25
TcdB inh	x	0.1	x	x	-0.4	0.7	2.1	-2.0	3.5	-0.2
3CLpro inhibitor	-1	0	7	-1	x	3	5	1	0	-6
Vc quorum ag	-0.1	-0.4	-0.4	-0.2	-0.8	i	-0.2	0.3	i	0.0
Anthrax LF inh2	0	-13	-2	-1	2	-7	-2	10	2	0
SSB-PriA inh	0	3	0	-15	-4	12	1	-2	25	-4
MazEF act	0	-3	6	-6	-3	-3	4	6	-8	7
PfHsp40 rescue	0.4	-0.5	1.8	-0.2	-1.3	u	0.4	1.3	-1.5	0.7
Y pestis TopoI	6	-2	5	-6	16	-9	1	1	0	14
Rv3671c inh	0	0	-3	1	-2	18	4	5	2	-7

[31] Clc1ncccc1-c1nc2ccccc2s1
[32] CCOc1ccc(OCC)c(S(=O)(=O)NC2CC(C)(C)NC(C)(C)C2)c1
[33] CCOC(=O)Cc1csc(SCC(=O)/C(C#N)=C(\C)N)n1
[34] Clc1ccc(OCc2nc(-c3ccncc3)no2)cc1
[35] COc1ccc(N(CC(=O)NCc2ccc(Cl)cc2)S(=O)(=O)c2c(C)n[nH]c2C)cc1
[36] CN1CCN(C(=O)c2ccc3c(c2)S(=O)(=O)c2ccccc2C3=O)CC1
[37] CCOC(=O)C1CCCN(Cc2nc(N)nc(Nc3ccccc3OC)n2)C1 (stereo unspecified)
[38] CCCN1CCC2(CC1)NC(CO)(CO)CO2
[39] CC(C)(C)c1ccc(S(=O)(=O)NCC(=O)N2CCN(Cc3ccccc3)CC2)cc1
[40] O=C(c1cc(Br)c(Br)s1)N1CCN(C/C=C/c2ccccc2)CC1
Screen / compound no.	31	32	33	34	35	36	37	38	39	40
DUSP3 inh	13	34	3	20	1	37	16	-14	23	28
TcdB inh	-1.0	-1.0	x	x	0.1	-1.5	0.4	x	1.1	x
3CLpro inhibitor	-1	-4	-2	2	2	6	-2	-3	0	-1
Vc quorum ag	0.1	i	i	i	-0.4	i	-0.3	i	-0.3	5.9
Anthrax LF inh2	0	0	-3	-4	0	1	-7	-3	-2	-3
SSB-PriA inh	-21	6	x	-27	2	-1	1	-7	-4&7	9
MazEF act	8	-16	1	2	5	8	7	7	1	-6
PfHsp40 rescue	4.5	-0.1	0.9	1.1	1.4	-1.7	-0.1	-0.4	-0.7	1.7
Y pestis TopoI	13	2	-5	-13	11	-2	-3	1	13	58*
Rv3671c inh	-5	4	0	-6	-4	5	0	-2	9	-1

[41] COc1cccc(NC(=S)NC(=O)/C=C/c2ccco2)c1
[42] COC(=O)C1=C(c2ccc(F)cc2OCc2ccccc2)C[C@@H]2CC[C@H]1N2C(=O)NCCN1CCOCC1
[43] O=[N+]([O-])c1ccccc1S(=O)(=O)Nc1ccc(-c2ccc(N3CCOCC3)nn2)cc1
[44] CCOc1ncccc1C(=O)Nc1cc(C(F)(F)F)ccc1N1CCOCC1
[45] COc1ccc(CNC(=O)CCCn2ncn3c(cc4occc43)c2=O)cc1
[46] CCCN(CCC)C(=O)c1ccc2c(c1)OCO2
[47] COc1ccc(/C=N/NC(=O)c2ccccc2O)cc1Cn1cc([N+](=O)[O-])cn1
[48] O=C(N/C(=C/c1cccc([N+](=O)[O-])c1)C(=O)N1CCOCC1)c1ccccc1Br
[49] COc1cccc2sc(N(CCN(C)C)C(=O)/C=C/c3cccs3)nc12
[50] O=C(NC1CCCCC1)C(c1ccc2ncccc2c1)N(Cc1ccccc1)C(=O)c1cccs1 (stereo unspecified)
[51] Cc1ccsc1C(=O)N/N=C/c1ccc2c(c1)OCO2
[52] COc1cc(C)c(C)cc1S(=O)(=O)n1c(C)nc2ccccc21
Screen / compound no.	41	42	43	44	45	46	47	48	49	50	51	52
DUSP3 inh	-4	x	x	x	18	13	13	-6	15	14	-15	13
TcdB inh	0.2	-1.1	0.0	-0.8	0.9	x	1.2	1.2	0.3	-1.0	2.4	0.6
3CLpro inhibitor	3	x	x	x	-4	2	4	0	-5	3	1	1
Vc quorum ag	i	-0.6	i	-2.7	2.3	i	-0.4	i	-0.7	-0.5	-0.3	-0.5
Anthrax LF inh2	-23	0	-2	-3	-2	2	0	-1	-8	-4	-2	0
SSB-PriA inh	4	4	12	0	-5	-17	i	-4	-1	6	x	-10
MazEF act	-7	0	-1	-14	6	-3	-14	-1	7	5	-10	1
PfHsp40 rescue	3.7	-0.2	1.2	-0.6	0.8	2.3	-0.7	-0.3	1.2	0.9	-1.4	-1.2
Y pestis TopoI	-18	22	-8	-9	-2	6	1	-10	4	23	4	-16
Rv3671c inh	-6	-9	4	-6	-3	-24	3	-6	5	-3	-6	-11

Screening data: PubChem, several laboratories
